TRb-SRC2 inh – qHTS for Inhibitors of the Interaction of Thyroid Hormone Receptor and Steroid Receptor Coregulator 2; Thyroid hormone receptor beta (Homo sapiens), P10828; TRbeta-SRC2 peptide binding, fluorescence polarization; receptor liganded with 1 µM T3; Potency, µM (series often up to 106 µM), without a hit: at the top dose activity change, negative = inhibition, most hits filed as inhibitors; 0.065% of 280,000 active; AID 1469, 2008;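 further: plate controls were bound peptide for no effect and peptide without receptor for full effect; nearly all actives have a fitted effect of over 50% in size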
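A fluorescence polarization screen tested compounds at multiple concentrations against complex formation between 0.6 uM TRb ligand-binding domain and 20 nM Texas Red SRC2 peptide, with 1 uM T3 present; readout after 5 hr.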
KDM4E inh – qHTS Assay for Inhibitors of Human Jumonji Domain Containing 2E (JMJD2E); JMJD2E catalytic domain, FDH-coupled NADH fluorescence (FDH is formaldehyde dehydrogenase); Potency, µM (highest dose often 57.1 µM), for the others: at the highest dose activity change, negative = inhibition, usual class: inhibitors; 1.6% of 230,000 active; AID 2147, 2009; active means well fitted inhibition curve with a large enough effect, not every such curve was filed as active; inconclusive means small, poorly fitted or top-dose-only effect, or another doubt; inactive means no such curve, though single readings can be large or run the other way;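 further: 0% = wells with enzyme and -100% = buffer wells without enzyme; nearly all actives have a fitted effect of over 50% in size; many of its hits are not listed in these tables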
L3MBTL1 inh – qHTS Assay for the Inhibitors of L3MBTL1. AID 485360, 2010. AlphaScreen L3MBTL1–H3K9me1 peptide binding. Lethal(3)malignant brain tumor-like protein 1 (Homo sapiens), Q9Y468. Potency, µM (doses to about 57.1 µM), for the others: top-dose activity, negative = inhibition, hits mostly inhibitors. 0.66% of 230,000 active; further: nearly all actives have a fitted effect of over 60% in size
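First, the protein-peptide complex forms for 30 min at room temperature (L3MBTL1 50 nM, biotinylated H3K9me1 peptide 75 nM). Next, compounds are pin-transferred and incubated 30 min. Finally, AlphaScreen beads are added and read after 30 min.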
RECQ1 inh – qHTS Assay for Inhibitors of RecQ-Like Dna Helicase 1 (RECQ1); ATP-dependent DNA helicase Q1 (Homo sapiens), P46063; RECQ1 DNA unwinding, red fluorescence kinetic read; Potency, µM (series often up to 57.3 µM), for the others: at the top dose activity, negative = inhibition, hits mostly inhibitors; 0.54% of 240,000 active;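 further: plate controls were vehicle for no effect and no enzyme for full effect; nearly all actives have a fitted effect of over 30% in size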
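50 nM RECQ1T1 preincubated 15 min with compound in Tris pH 8.0 buffer with MgCl2, DTT, Tween-20 and 2.5 ug/ml poly(dI-dC); started with 200 nM TAMRA/BHQ-2 forked duplex and 2 mM ATP. Unwinding read as fluorescence (525/598 nm), two reads 2 h apart.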
TR SRC2 fluor cs – Total Fluorescence Counterscreen for Inhibitors of the Interaction of Thyroid Hormone Receptor and Steroid Receptor Coregulator 2. TRb/SRC2 Texas Red total fluorescence interference. 0.29% of 280,000 active. AID 1479, 2009. Potency, µM (titrated, usually from 106 µM), without a hit: at the highest dose fluorescence change, negative = quenching; active means well fitted curve in either direction with a large enough effect; inconclusive means small, poorly fitted or top-dose-only effect
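Human TRb ligand-binding domain at 0.6 uM with 20 nM Texas Red SRC2 peptide in Tris buffer containing 1 uM T3 and 5% DMSO, incubated with compound 5 h at ambient temperature. Total fluorescence (555/632 nm) calculated as parallel + 2 × perpendicular.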
Tau fibril ThT – qHTS for Inhibitors of Tau Fibril Formation, Thioflavin T Binding. Microtubule-associated protein tau (Homo sapiens), P10636. recombinant tau K18 P301L (four-repeat tau fragment), heparin-induced fibrillization, ThT fluorescence. Potency, µM (series often up to 57.4 µM), inactives show top-dose activity, negative = inhibition, actives largely listed as inhibitors. 2.1% of 270,000 active; further: nearly all actives have a fitted effect of over 55% in size
Target sequence (P10636 561-689 P618L limits assumed): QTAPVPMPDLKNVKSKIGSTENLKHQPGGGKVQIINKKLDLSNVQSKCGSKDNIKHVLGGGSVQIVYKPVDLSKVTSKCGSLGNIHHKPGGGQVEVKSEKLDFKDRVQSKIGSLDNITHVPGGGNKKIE
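Aggregation was driven by heparin (20 uM final) acting on recombinant tau […] bearing P301L in 100 mM sodium acetate pH 7; fibrils were detected with Thioflavin T.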
RGS12 GoLoco inh – qHTS Assay for Inhibitors of RGS12 GoLoco Motif Activity (Red Fluorophore). Guanine nucleotide-binding protein G(i) subunit alpha-1 (Homo sapiens), P63096. Gai1:RGS12 GoLoco peptide FP, rhodamine, 10 min. Potency, µM (doses to about 61.6 µM), inactives show top-dose activity, negative = inhibition, most hits filed as inhibitors. 0.44% of 230,000 active; active means well fitted inhibition curve with a large enough effect, not every such curve was filed as active; inactive means no such curve, though single readings can be large or run the other way; further: nearly all actives have a fitted effect of over 30% in size; many of its hits are not listed in these tables
Target sequence (P63096 whole entry, looked up): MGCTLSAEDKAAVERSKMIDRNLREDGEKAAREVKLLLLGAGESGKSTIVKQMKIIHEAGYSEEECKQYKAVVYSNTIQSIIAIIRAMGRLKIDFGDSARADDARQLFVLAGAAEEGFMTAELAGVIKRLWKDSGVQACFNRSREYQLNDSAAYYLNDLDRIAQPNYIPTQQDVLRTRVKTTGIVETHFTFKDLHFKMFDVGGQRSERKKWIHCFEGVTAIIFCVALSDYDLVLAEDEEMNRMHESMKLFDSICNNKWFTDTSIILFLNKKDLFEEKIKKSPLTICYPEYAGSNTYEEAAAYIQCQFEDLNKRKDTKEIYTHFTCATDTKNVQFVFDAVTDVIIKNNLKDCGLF
Tau fibril FP – qHTS for Inhibitors of Tau Fibril Formation, Fluorescence Polarization | Microtubule-associated protein tau (Homo sapiens), P10636 | K18 P301L tau heparin fibrillization, Alexa594 FP, 6 h | Potency, µM (series often up to 57.7 µM), for inactives: top-dose activity, negative = inhibition, actives largely listed as inhibitors | 0.39% of 280,000 active | AID 1468, 2008; further: nearly all actives have a fitted effect of over 55% in size
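Read-out: fluorescence polarization of Alexa 594-labeled tau (0.24 uM), 555 nm excitation, 632 nm emission. Mixtures held 15 uM unlabeled K18 P301L, compound and 20 uM heparin, pH 7 acetate buffer, incubated 6 hr at 37 C.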
An asterisk follows results filed as active; i = inactive; ? = inconclusive; / = no result given; [ ] = remark or other dose. Unless noted, the call rests on the fitted dose curve; in most records, active means well fitted curve in the direction sought with a large enough effect; inconclusive means small, poorly fitted or top-dose-only effect, or another doubt; inactive means no such curve, though single readings can be large; an effect the other way counts as inactive or inconclusive. Unless noted, on the % scale 0 is the no-effect control and ±100 the full control effect; potency means the concentration at half of the fitted maximal effect. These rows are one share of the data; count on the stated rates, not on these rows.

SMILES	TRb-SRC2 inh	KDM4E inh	L3MBTL1 inh	RECQ1 inh	TR SRC2 fluor cs	Tau fibril ThT	RGS12 GoLoco inh	Tau fibril FP
COc1ccc(OC)c(NC(=O)N2CCCC(CNS(=O)(=O)c3cccs3)C2)c1 (stereo unspecified)	7%	5%	-8%	-5%	-2%	-11%	1%	4%
CCSc1nc(N2CCOCC2)c2c(c1C#N)CC(C)(C)N(C)C2	5%	?	/	-3%	-6%	?	4%	-13%
O=C(N/N=C/c1ccccn1)c1c[nH]c2ccccc12	1%	?	4%	-9%	-4%	-5%	13%	-6%
CCCC(=O)NCCc1cc2cc(C)c(C)cc2[nH]c1=O	2%	?	13%[11.4 µM]	-3%	-3%	?	6%	-3%
CCN(C(=O)COC(=O)CNS(=O)(=O)c1ccccc1)c1ccccc1	1%	5%	-2%	0%	-3%	1%	9%	1%
CCc1nc(N)c(C#N)c(-c2ccncc2)c1C	-6%	?	2%	i	0%	6%	-3%	-6%
Cc1cccc(NC(=O)CSc2nnc(C)c(=O)n2N)c1C	0%	1%	10%	-14%	-40%	-1%	-9%	10%
COc1ccc(C)cc1NC(=O)CN1C(=O)COc2ccc(S(=O)(=O)N3CCOCC3)cc21	-11%	/	/	/	0%	-9%	/	1%
Cc1ccc2nc(-c3ccccc3F)c(Nc3ccc(Cl)cc3)n2c1	5%	/	/	/	-13%	-16%	/	6%
Cc1ccc(OCC(=O)N/N=C2\CCOc3c(C)cccc32)cc1	-21%[53 µM]	15%	27%	-9%	-1%[53 µM]	?	-21%	-9%

3 of the compounds above, as a markdown table.
| mol | TRb-SRC2 inh | KDM4E inh | L3MBTL1 inh | RECQ1 inh | TR SRC2 fluor cs | Tau fibril ThT | RGS12 GoLoco inh | Tau fibril FP |
| --- | --- | --- | --- | --- | --- | --- | --- | --- |
| O=C(N/N=C/c1ccccn1)c1c[nH]c2ccccc12 | 1% | ? | 4% | -9% | -4% | -5% | 13% | -6% |
| CCCC(=O)NCCc1cc2cc(C)c(C)cc2[nH]c1=O | 2% | ? | 13%[11.4 µM] | -3% | -3% | ? | 6% | -3% |
| CCN(C(=O)COC(=O)CNS(=O)(=O)c1ccccc1)c1ccccc1 | 1% | 5% | -2% | 0% | -3% | 1% | 9% | 1% |

The main list resumes, starting four compounds before the break.
SMILES	TRb-SRC2 inh	KDM4E inh	L3MBTL1 inh	RECQ1 inh	TR SRC2 fluor cs	Tau fibril ThT	RGS12 GoLoco inh	Tau fibril FP
Cc1cccc(NC(=O)CSc2nnc(C)c(=O)n2N)c1C	0%	1%	10%	-14%	-40%	-1%	-9%	10%
COc1ccc(C)cc1NC(=O)CN1C(=O)COc2ccc(S(=O)(=O)N3CCOCC3)cc21	-11%	/	/	/	0%	-9%	/	1%
Cc1ccc2nc(-c3ccccc3F)c(Nc3ccc(Cl)cc3)n2c1	5%	/	/	/	-13%	-16%	/	6%
Cc1ccc(OCC(=O)N/N=C2\CCOc3c(C)cccc32)cc1	-21%[53 µM]	15%	27%	-9%	-1%[53 µM]	?	-21%	-9%
CCC(=O)N1CCc2cc(S(=O)(=O)CCC(=O)NCc3ccc(C)cc3)ccc21	1%	/	/	/	-1%	-4%	/	-10%
Cc1cc(C)c(C#N)c(N2CCN(Cc3ccc4c(c3)OCO4)CC2)n1	-5%	-16%	-2%	-2%	1%	-14%	6%	-5%
Cn1c(=O)c2[nH]c(-c3cccnc3)nc2n(C)c1=O	5%	-16%	-4%	-9%	-3%	-5%	0%	2%
COC(=O)c1c(NC(=O)c2c(OC)cccc2OC)sc2c1CCCC2	8%	/	/	/	-20%	?	/	-8%
CCn1c(=NC(=O)CN2C(=O)CCC2=O)sc2c(C)cc(C)cc21	14%	-1%	/	3%	-2%	2%	7%	-2%
CCc1ccc(Nc2nnc(SC3CCOC3=O)s2)cc1 (stereo unspecified)	4%	-6%	-3%	7%	0%	-12%	-1%	?
COc1ccc(Cl)cc1NC(=O)CCn1cnc2ccccc2c1=O	1%	0%	/	5%	-6%	-9%	-5%	1%
Cc1ccccc1OCC(=O)Nc1cccc(NC(=O)c2ccco2)c1	-6%	1%	-2%	0%	-3%	-15%	8%	-1%
O=C(NCc1ccc2c(c1)OCO2)c1c[nH]c2ccc(S(=O)(=O)N3CCOCC3)cc2c1=O	4%	9%	0%	-4%	1%	-6%	/	-13%
CC1=C/C(=C/N(C)C)C(=O)O1	-2%	2%	?	-15%	1%	?	5%	?
O=C(Nc1ccccc1)c1nnsc1S(=O)(=O)c1ccc(Cl)cc1	2%	3%	-8%	-3%	-4%	-6%	1%	-3%
COc1ccc2cc(C(=O)NC3CCCCC3)c(=O)oc2c1	-9%	?	/	i	0%	-2%	-1%	7%
COC(=O)CCCC1=CC2=CC(=O)C(C)(OC(=O)c3cccs3)C(=O)C2=CN1CCCOC(C)C (stereo unspecified)	1%[11.2 µM]	?	/	13%[11.5 µM]	0%[11.2 µM]	?	-1%[14.2 µM]	-1%[11.6 µM]
CCCc1[nH]n(-c2nc3ccccc3s2)c(=O)c1C=NCCN1CCOCC1	-9%	1%	?	2%	-2%	-2%	10%	-8%
NNC(=O)c1nnn(-c2nonc2N)c1-c1cccs1	-3%	37%[activator]	6%	i	0%	-2%	6%	0%
CN(C)c1ccc(/C=N/c2cc(-c3ccccc3)nn2-c2ccccc2)cc1	-4%	-11%	/	-13%	-3%	?	7%	14%
C/C(=N\NC(=O)c1cc(C)nc2ccccc12)c1ccco1	2%	-2%	-3%[11.4 µM]	-3%	-2%	-9%	18%	2%
O=C(CCC1CC(=O)Nc2ccccc21)NCc1ccccc1 (stereo unspecified)	-2%	-9%	/	i	-2%	-6%	3%	14%
